Screening data deposited in PubChem by several laboratories.
PABP1 MLLE inh – blocks PAM2 peptide binding to the PABP1 MLLE domain. 360,000 compounds, 0.36% hits. inhibition, % at 20 µM. P11940. AID 588489. GST-MLLE / FITC-PAM2 fluorescence polarization; in the data active = inhibition above about 35%, passing the limit was not always enough;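 also: plate controls were DMSO wells with GST-MLLE for no effect and wells lacking GST-MLLE protein for full effect; some results filed as inactive read as strong as hits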
Rin1 Abl inh – inhibitors of human Rin1-Abl protein interaction; TR-FRET Rin1/Abl binding, biochemical; inhibition, % at 7.35 µM; 360,000 compounds, 0.4% hits; AID 588664; in the data active = inhibition above about 5%, passing the limit was not always enough
E coli Lon inh – inhibits E. coli Lon protease; AID 602123; P0A9M0; 360,000 compounds, 0.42% hits; inhibition, % at 7.94 µM; purified E. coli Lon protease, fluorescence polarization; in the data active = inhibition above about 13%, passing the limit was not always enough;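 also: 0% = enzyme with probe and DMSO and 100% = no enzyme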
MT1-MMP act inh – blocks activation of human MT1-MMP; P50281; HT1080 RFP-PRO-GFP cells, GFP/RFP ratio fluorescence, overnight; percent of plate control window, DMSO zero; GFP/RFP ratio change, % at 20 µM; 360,000 compounds, 0.061% hits; AID 651647;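 active = GFP/RFP ratio change of at least 30% with cell ATP level not reduced by more than half and red fluorescence within 50% of control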; also: strong numbers were not always called active
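Compound: 20 µM single dose, 1% DMSO / System: HT1080 RFP-PRO-GFP cells / Controls: DMSO and RFP-L50D-GFP cell wells / Read-out basis: GFP/RFP fluorescence ratio / Schedule: overnight compound exposure at 37 °C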
FAS-TE inh – FAS thioesterase (human) inhibition. P49327. inhibition, % at 15 µM. recombinant FAS-TE, OMFH fluorogenic substrate, fluorescence endpoint. AID 602261. 360,000 compounds, 0.67% hits;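 active = compounds whose normalised, plate-corrected inhibition of enzyme fluorescence in the single-dose primary screen is 50% or more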;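 also: 0% = DMSO with enzyme and 100% = substrate without enzyme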
bovine MsrA act – activators of bovine methionine sulfoxide reductase A; purified bovine MsrA, absorbance read-out; activation, % at 10.6 µM; 360,000 compounds, 0.3% hits; AID 602163; in the data active = activation above about 7.5%;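 also: 0% = vehicle and 100% = reference activator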
SKN-1 inh – inhibitors of C. elegans SKN-1 | C. elegans VP596 Pgst-4::GFP/RFP ratio, acrylamide-induced, 24 h | inhibition, % at 21.8 µM | 360,000 compounds, 0.49% hits | AID 624304;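 active = interference check ratio from 0.5 to 1.5 plus GFP to RFP signal ratio inhibition reaching or exceeding a fixed threshold, cut at about 30% in these data, passing the limit was not always enough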; also: some compounds called inactive have numbers as strong as hits
Neddylation inh – cullin neddylation inhibition; P61081+Q13564; TR-FRET cullin neddylation, biochemical; calls only at 25 µM; 360,000 compounds, 0.58% hits; AID 651699; in the data active = inhibition above about 36%
CendR NRP1 mod – modulators of CendR peptide binding to human neuropilin-1 | FAM-RPARPAR peptide binding to NRP-1, fluorescence polarization | inhibition, % at 25 µM | 360,000 compounds, 0.85% hits;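 active = inhibition or corrected inhibition above about 18%, plus a signal ratio from 0.5 to 1.5, limit read from the data, passing the limit was not always enough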; also: strong numbers were not always called active
The depositor's hits bear a star; i = inactive; x = no result given; & = joins results of further samples.

1) CCOC(=O)N1CCN(C(=O)CSc2cc(C)nc3c(-c4ccccc4OC)c(C)nn23)CC1
2) COc1ccc(S(=O)(=O)N2CCOCC2)cc1NC(=O)COc1ccc2c(C)cc(=O)oc2c1
3) Cc1cc(C)nc(NS(=O)(=O)c2ccc(NC(=O)c3ccc(S(=O)(=O)N4CC(C)OC(C)C4)cc3)cc2)n1 (centres undefined)
4) CCOC(=O)C1=C(N)N(c2ccc(N3CCCCC3)cc2)C(=O)C1
5) CSc1c(SCc2ccccc2)cnn(Cc2ccccc2)c1=O
6) COc1ccc(C(=O)NCCc2nnc3ccc(SCC(=O)N4CCCCC4)nn23)cc1

screen / no.	1	2	3	4	5	6
PABP1 MLLE inh	-20	0	3	-5	-38	-8
Rin1 Abl inh	-1	1	-2	1	0	6
E coli Lon inh	-10	-12	-11	-2	9	-3
MT1-MMP act inh	11	-2	0	0	4	-2
FAS-TE inh	-9	4	-5	-2	18	-2
bovine MsrA act	-1	-2	-4	4	-2	-5
SKN-1 inh	8	15	1	-2	11	10
Neddylation inh	i	i	i	i	i	i
CendR NRP1 mod	-10	-4	-7	0	7	4

7) CCOC(=O)C1=C(CSc2nc3c(cc2C#N)CN(C)CC3)OC(N)=C(C#N)C1c1ccc(F)cc1 (centres undefined)
8) Cc1cc(C)c(S(=O)(=O)NCc2csc(C)n2)c(C)c1
9) O=S(=O)(Nc1cccc(S(=O)(=O)N2CCOCC2)c1)c1ccc(Cl)s1
10) CCOC(=O)C1CCN(C(=O)CSc2nnc(-c3ccco3)n2-c2ccccc2)CC1
11) CC(=O)c1cn(CC(=O)Nc2ccccc2C(F)(F)F)c2ccccc12
12) COCCNC(=O)/C(C#N)=C/c1ccc(OCc2ccc(F)cc2)cc1

screen / no.	7	8	9	10	11	12
PABP1 MLLE inh	5	5	-9	-14	-7	-5
Rin1 Abl inh	-2	1	3	-3	0	3
E coli Lon inh	-9	-7	-12	3	-7	-4
MT1-MMP act inh	-31	-1	7	-3	4	-1
FAS-TE inh	17	-7	-1	-7	-8	10
bovine MsrA act	-5	0	-11	-3	-7	-8
SKN-1 inh	1	13	1	16	-4	-5
Neddylation inh	i	i	i	i	i	i
CendR NRP1 mod	-63	-5	1	-4	-4	-15

Shown with tabs: entries from further up
No.	Molecule	PABP1 MLLE inh	Rin1 Abl inh	E coli Lon inh	MT1-MMP act inh	FAS-TE inh	bovine MsrA act	SKN-1 inh	Neddylation inh	CendR NRP1 mod
10	CCOC(=O)C1CCN(C(=O)CSc2nnc(-c3ccco3)n2-c2ccccc2)CC1	-14	-3	3	-3	-7	-3	16	i	-4
11	CC(=O)c1cn(CC(=O)Nc2ccccc2C(F)(F)F)c2ccccc12	-7	0	-7	4	-8	-7	-4	i	-4
12	COCCNC(=O)/C(C#N)=C/c1ccc(OCc2ccc(F)cc2)cc1	-5	3	-4	-1	10	-8	-5	i	-15

Additional records:
13) O=S1(=O)C=C(Oc2ccc3ccccc3c2)c2ccccc21
14) CCOC(=O)c1cnc2ccc(OCC)cc2c1NCCN1CCOCC1
15) CSC1=NC2(CC(c3ccccc3)Oc3cc(O)ccc32)CC(C)(C)N1 (centres undefined)
16) O=C(CCCCn1cnc2c(=S)nc[nH]c21)Nc1ccc(C(=O)O)cc1
17) COC(=O)[C@]12CCCCC=C1N(CCC1=CCCCC1)C(=O)[C@H](CC(=O)N1CCN(C(=O)C3CC3)CC1)C2
18) COc1cc(C(=O)NCCc2ccc(S(N)(=O)=O)cc2)ccc1OCc1c(C)noc1C

screen / no.	13	14	15	16	17	18
PABP1 MLLE inh	1	24	-29	17	x	0
Rin1 Abl inh	-2	3	0	3	x	3
E coli Lon inh	0	3	0	-9	1	-1
MT1-MMP act inh	0	-3	-9	-2	1	1
FAS-TE inh	17	-3	-1	-2	-2	-6
bovine MsrA act	2	-1	-1	-7	0	0
SKN-1 inh	37*	-3	43*	18	11	-4
Neddylation inh	i	i	i	i	i	i
CendR NRP1 mod	4	0	3	11	-6	-9

19) CCN(CC)C(=O)C1=C(C)N(Cc2ccccc2)C(=O)C(CC(=O)NC2CC2)C1 (centres undefined)
20) CC(C)NC(=O)C1CCCN(S(C)(=O)=O)C1 (centres undefined)
21) Cc1cc(C)c(NC(=O)CNC(=O)CNC(=O)C2CCCCC2)c(C)c1
22) OCC1(Cc2ccccc2)CCN(C2CCN(c3ccc(F)c(F)c3)CC2)CC1
23) O=C(/C=C/[C@H]1O[C@@H](n2ccc(=O)[nH]c2=O)[C@H](O)[C@@H]1O)NCCN1CCCCC1
24) O=C(CNC(=O)c1ccncc1)N/N=C/c1cc(Br)ccc1O

screen / no.	19	20	21	22	23	24
PABP1 MLLE inh	4	-3	7	3	15	3
Rin1 Abl inh	-4	-4	1	-1	2	-2
E coli Lon inh	-11	-1	6	-1	0	-2
MT1-MMP act inh	5	1	-3	5	x	0
FAS-TE inh	-9	-9	-9	4	-3	-1
bovine MsrA act	-1	-12	-1	-3	-10	1
SKN-1 inh	-6	6	1	-3	15	2
Neddylation inh	i	i	i	i	i	i
CendR NRP1 mod	3	-4	11	0	-5	1

25) CCCOc1ccc(/C(O)=C2\C(=O)C(=O)N(CCCOC)C23C(=O)N(C)c2ccccc23)cc1 (centres undefined)
26) COc1ccc(C(=O)c2c3ccc(C(F)(F)F)cc3[n+]([O-])n2CCCC(N)=O)cc1
27) O=C(O)CSCc1nc2ccccc2s1
28) Cc1ccc(S(=O)(=O)N2CCCc3ccccc32)cc1
29) Cc1oc(CC(C)C)cc1C(N)=O
30) COc1cc(CNC(=O)c2ccc(Cn3nc(C)c(Cl)c3C)o2)cc(OC)c1

screen / no.	25	26	27	28	29	30
PABP1 MLLE inh	-7	-5	-4	6	6	3
Rin1 Abl inh	-2	3	-1	5	0	2
E coli Lon inh	-1	1	-2	-2	6	5
MT1-MMP act inh	14	5	-1	1	1	-6
FAS-TE inh	-5	2	-9	3	-3	5
bovine MsrA act	2	-12	-5	-6	-7	-2
SKN-1 inh	4	0	17	-10	-19	14
Neddylation inh	i	i	i	i	i	i
CendR NRP1 mod	7	6	-6	1	13	2

31) COc1ccc(Br)cc1CNC(=O)CCNC(=O)Cn1ccc2ccccc2c1=O
32) COc1ccc(/C=N/NC(C)(C)C)c(OC)c1
33) COc1ccc2c(C)nc(Nc3nc(C)c(C)c(=O)[nH]3)nc2c1
34) CC(Sc1nnc2n1CCCCC2)C(=O)Nc1ccc(S(N)(=O)=O)cc1 (centres undefined)
35) CCOC(=O)c1c(-c2ccccc2)nc2ccc(C)cn12
36) C=CCn1c(P(C)(=O)O)nc2ccccc21

screen / no.	31	32	33	34	35	36
PABP1 MLLE inh	-8	-14	-3	-5	-3	-14&1
Rin1 Abl inh	-1	1	4	1	-3	4&3
E coli Lon inh	2	-15	-6	-6	-6	8&-7
MT1-MMP act inh	0	2	-11	-3	-1	0&-2
FAS-TE inh	0	-2	-6	-6	3	-4&-14
bovine MsrA act	-6	-4	-2	1	-1	-7&4
SKN-1 inh	1	-7	4	-22	-2	-2&-6
Neddylation inh	i	i	i	i	i	i
CendR NRP1 mod	-7	-9	-17	8	-10	20&5

37) CC(=O)N1CC(C(=O)Nc2ccc3c(c2)OCO3)Oc2ccccc21 (centres undefined)
38) COc1ccc(CC(=O)NCC2CCCCC2)cc1OC
39) COc1ccc2nc3cc([N+](=O)[O-])ccc3c(NNc3ccc([N+](=O)[O-])cc3)c2c1
40) COc1ccc(C2CC(c3ccccc3)=NN2C(=O)COC(=O)c2cccc(O)c2)cc1 (centres undefined)
41) COc1ccc(CNc2nc3c(c(=O)[nH]c(=O)n3C)n2CCCc2ccccc2)cc1
42) OC(COc1ccccc1CNCc1cccnc1)CN1CCc2ccccc2C1 (centres undefined)

screen / no.	37	38	39	40	41	42
PABP1 MLLE inh	1	-11	0	-17	12	12
Rin1 Abl inh	0	-4	0	-4	-2	-1
E coli Lon inh	2	4	-20	-5	-1	-13
MT1-MMP act inh	1	4	-2	-1	3	-4
FAS-TE inh	-4	-3	3	21	-3	-2
bovine MsrA act	-12	-2	-1	-3	2	-1
SKN-1 inh	13	1	-2	11	3	-11
Neddylation inh	i	i	i	i	i	i
CendR NRP1 mod	-2	4	-3	15	18	0

43) COc1cc(Cl)ccc1OCc1cc(C(=O)N2CCN(C3CCCCC3)CC2)no1
44) NC(Cc1ccc(C(F)(F)F)cc1)c1csc(Nc2cc(Oc3ccccc3)ncn2)n1 (centres undefined)
45) CCOC(=O)C1CCCN(C(=O)COc2ccc(S(=O)(=O)N(CC)c3ccccc3)cc2)C1 (centres undefined)
46) O=C(O)CCSc1nnc(-c2ccccc2)n1-c1ccccc1
47) CCCCNC(=O)CN1C(=O)NC2NC(=O)NC21 (centres undefined)
48) Cn1c(N)c(C(=O)COC(=O)Cc2ccccc2F)c(=O)n(C)c1=O

screen / no.	43	44	45	46	47	48
PABP1 MLLE inh	-3	4	2	-50	17	9
Rin1 Abl inh	-1	4	-1	-1	1	2
E coli Lon inh	4	5	-5	0	-4	0
MT1-MMP act inh	1	0	2	0	0	3
FAS-TE inh	0	-10	-1	-10	1	-11
bovine MsrA act	1	-4	-5	-1	5	-1
SKN-1 inh	15	-2	-3	-15	-10	3
Neddylation inh	i	i	i	i	i	i
CendR NRP1 mod	-14	0	-4	-6	-19	7

49) CCOC(=O)Cn1cnc(-c2ccc([N+](=O)[O-])cc2)c1
50) Cc1cccc(OCCCC(=O)NC(C)c2ccccc2)c1 (centres undefined)
51) O=C(NCC1CCCO1)c1cccc(S(=O)(=O)NCc2ccccc2)c1 (centres undefined)
52) O=C(OCCN1CCCCC1)C1(c2ccccc2)CCCC1
53) O=C(/C=C/c1cccc([N+](=O)[O-])c1)Nn1c(-c2ccccc2F)nc2ccccc2c1=O
54) CCC[N+](C)(C)C(C)C(OC(C)=O)c1ccccc1 (centres undefined)

screen / no.	49	50	51	52	53	54
PABP1 MLLE inh	5	1	9	3	-14	-121
Rin1 Abl inh	-4	0	-1	0	2	2
E coli Lon inh	-3	-5	-1	7	-3	5
MT1-MMP act inh	0	2	-1	-2	-3	-1
FAS-TE inh	2	1	-4	-4	28	-7
bovine MsrA act	-14	-1	-4	-4	-4	-2
SKN-1 inh	-5	-1	0	-4	2	0
Neddylation inh	i	i	i	i	i	i
CendR NRP1 mod	-12	16	19	10	-10	2

55) c1ccc(Oc2cccc(OCCCCN3CCCC3)c2)cc1
56) COC(=O)/C(C#N)=C/c1c(Oc2cc(C)cc(C)c2)nc2ccccn2c1=O
57) COc1ccc(C(C(=O)NCc2ccccc2)N(Cc2cccnc2)C(=O)c2snc(C(N)=O)c2N)cc1OC (centres undefined)
58) O=[n+]1cc(-c2ccc(Cl)cc2)n([O-])c2c1CCCCC2
59) O=C(N/N=C/c1cccs1)c1ccccn1
60) CC(=O)Nc1ccc(S(=O)(=O)N(C)CC(=O)OCC(=O)c2cc(C)n(-c3ccc4c(c3)OCO4)c2C)cc1
61) COc1ccc(-c2cc(NC=O)c3ncc(-c4cccc(C(=O)NCCN(C)C)c4)n3c2)cc1
62) Fc1ccccc1/C=N/Nc1cc(N2CCCCC2)ncn1
63) O=C(O)c1cccc(NC(=O)c2ccc(N3C(=O)c4ccc(C(=O)Nc5cccc(C(=O)O)c5)cc4C3=O)cc2)c1

screen / no.	55	56	57	58	59	60	61	62	63
PABP1 MLLE inh	1	-4	3	-11	-9	15	-31	-10	12
Rin1 Abl inh	1	0	0	-2	4	4	-8	3	1
E coli Lon inh	-6	1	-7	3	-1	-2	-13	2	4
MT1-MMP act inh	-2	2	-3	x	4	2	-2	4	3
FAS-TE inh	-3	-6	1	-9	-9	18	0	3	-3
bovine MsrA act	-3	-5	-1	-12	-5	-4	0	-12	-2
SKN-1 inh	3	-2	-4	1	7	9	6	-1	-10
Neddylation inh	i	i	i	i	i	i	i	i	i
CendR NRP1 mod	4	-47	15	8	10	-10	-24	-6	-60

Random draw from the library; any-hit rate near 4%.
